Screening results (PubChem BioAssay)
PI5P4K alpha inh – PI5P4K alpha (human) kinase inhibition. P48426. PI5P4Kalpha enzyme, ADP-Glo luminescence, 60 min; hits give low values. max response, %. actives 1.2% (n = 330,000). AID 652105; active = max response of -50% or lower; inconclusive = between -30% and -50%; inactive = -30% or higher; also: value at the top dose of about 77 µM; % is scaled to controls: 0 for no effect and ±100 for the full control effect
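ADP-Glo luminescence end-point read after a 60 min room-temperature kinase reaction of PI5P4Kalpha plus substrate, initiated with ATP at 5 microM final. Buffer: 0.038 M HEPES pH 7.4, EGTA, 0.1% CHAPS, 5% DMSO.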
IL2 activator – activates IL-2 in a cell-based reporter assay; actives 0.065% (n = 360,000); AID 652025; IL-2 activation reporter assay, cell-based qHTS; stimulated with anti-CD3/CD4/CD28 beads; in transgenic mouse T cells; activation, % (series mostly up to about 46 µM); in the data active = activation above about 50%; inconclusive = mostly about 30% to 49%; also: 0% is about no effect
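Unstimulated transgenic mouse T cells; 60-min compound exposure; bead-based TCR/CD4/CD28 stimulation; 18 h culture, 37 degrees C; dual fluorescence (EGFP, DsRed) plate cytometry.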
PLK1 PBD block – inhibitors of human PLK1 polo-box domain binding; P53350; Plk1 PBD binding of FITC phosphopeptide, fluorescence polarization; Potency, µM, without a hit: max response, negative = inhibition, most hits filed as inhibitors; actives 2.8% (n = 360,000); also: potency is read from the fitted curve at half-maximal effect; series mostly up to about 57 µM; % is scaled to controls: 0 for no effect and ±100 for the full control effect; nearly all actives have a fitted effect of over 65% in size
EPAC1 agonist – agonists of human EPAC1; EPAC1 agonist qHTS, biochemical assay; response scale: 100% = response to 6.5 mM cAMP; Potency, µM (top dose mostly 154 µM), for the others: at the highest dose activation, actives largely listed as activators; actives 0.073% (n = 360,000); also: potency is read from the fitted curve at half-maximal effect; nearly all actives have a fitted effect of over 60% in size
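Fluorescent GDP-exchange assay: 100 nM EPAC1 with 250 nM Rap1B preloaded with BODIPY-GDP and 50 uM GDP; compounds tested as concentration series, 5 min at room temperature, then read every 5 min for 30 min (ex 480/em 540 nm); normalized to 6.5 mM cAMP.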
EPAC2 ag – EPAC2 (human) agonism; Q8WZA2; EPAC2 activation, biochemical qHTS; response scale: 100% = 6.5 mM cAMP response; Potency, µM (doses to about 154 µM), for inactives: at the highest dose activation, actives largely listed as activators; actives 0.079% (n = 360,000); AID 720711; also: potency is read from the fitted curve at half-maximal effect; nearly all actives have a fitted effect of over 50% in size
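qHTS, titration series. 100 nM EPAC2 / 250 nM Rap1B-BODIPY-GDP / 50 uM GDP; RT; ex 480/em 540 nm, 5-min reads to 30 min. Norm. to 6.5 mM cAMP = activation.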
CCT chaperon mod – modulators of cytosolic chaperonin (CCT/TRiC) activity. purified chaperonin ATPase assay, HTRF ADP detection, 30 min. activity change, % (concentration not given with the values), hits read low. actives 0.3% (n = 360,000). AID 651819; in the data active = activity change below about -30%; also: % is scaled to controls: 0 for no effect and ±100 for the full control effect
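We incubate TRiC, 40 or 20 nM final, with library compounds at 76 uM and 10 uM ATP for 30 min at 37 °C. ADP formed is detected with Transcreener HTRF reagents after 30 min at room temperature.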
EPAC1 antag – EPAC1 (human) antagonism; actives 0.14% (n = 360,000); O95398; Potency, µM (series often up to 115 µM), inactives show at the highest dose activity change, negative = inhibition, most hits filed as inhibitors; EPAC1 GEF assay, Rap1b-BODIPY-GDP exchange fluorescence; AID 720709;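 also: potency is read from the fitted curve at half-maximal effect; plate controls were vehicle for no effect and positive control for full effect; nearly all actives have a fitted effect of over 50% in size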
WRN inhibitor – WRN helicase (human) inhibition; AID 651768; Q14191; actives 0.46% (n = 360,000); WRN helicase unwinding, fluorescent forked duplex, kinetic; Potency, µM (doses to about 114 µM), inactives show at the highest dose activity change, negative = inhibition, actives largely listed as inhibitors; also: potency is read from the fitted curve at half-maximal effect; % is scaled to controls: 0 for no effect and ±100 for the full control effect; nearly all actives have a fitted effect of over 55% in size
Target sequence (Q14191 whole entry, looked up): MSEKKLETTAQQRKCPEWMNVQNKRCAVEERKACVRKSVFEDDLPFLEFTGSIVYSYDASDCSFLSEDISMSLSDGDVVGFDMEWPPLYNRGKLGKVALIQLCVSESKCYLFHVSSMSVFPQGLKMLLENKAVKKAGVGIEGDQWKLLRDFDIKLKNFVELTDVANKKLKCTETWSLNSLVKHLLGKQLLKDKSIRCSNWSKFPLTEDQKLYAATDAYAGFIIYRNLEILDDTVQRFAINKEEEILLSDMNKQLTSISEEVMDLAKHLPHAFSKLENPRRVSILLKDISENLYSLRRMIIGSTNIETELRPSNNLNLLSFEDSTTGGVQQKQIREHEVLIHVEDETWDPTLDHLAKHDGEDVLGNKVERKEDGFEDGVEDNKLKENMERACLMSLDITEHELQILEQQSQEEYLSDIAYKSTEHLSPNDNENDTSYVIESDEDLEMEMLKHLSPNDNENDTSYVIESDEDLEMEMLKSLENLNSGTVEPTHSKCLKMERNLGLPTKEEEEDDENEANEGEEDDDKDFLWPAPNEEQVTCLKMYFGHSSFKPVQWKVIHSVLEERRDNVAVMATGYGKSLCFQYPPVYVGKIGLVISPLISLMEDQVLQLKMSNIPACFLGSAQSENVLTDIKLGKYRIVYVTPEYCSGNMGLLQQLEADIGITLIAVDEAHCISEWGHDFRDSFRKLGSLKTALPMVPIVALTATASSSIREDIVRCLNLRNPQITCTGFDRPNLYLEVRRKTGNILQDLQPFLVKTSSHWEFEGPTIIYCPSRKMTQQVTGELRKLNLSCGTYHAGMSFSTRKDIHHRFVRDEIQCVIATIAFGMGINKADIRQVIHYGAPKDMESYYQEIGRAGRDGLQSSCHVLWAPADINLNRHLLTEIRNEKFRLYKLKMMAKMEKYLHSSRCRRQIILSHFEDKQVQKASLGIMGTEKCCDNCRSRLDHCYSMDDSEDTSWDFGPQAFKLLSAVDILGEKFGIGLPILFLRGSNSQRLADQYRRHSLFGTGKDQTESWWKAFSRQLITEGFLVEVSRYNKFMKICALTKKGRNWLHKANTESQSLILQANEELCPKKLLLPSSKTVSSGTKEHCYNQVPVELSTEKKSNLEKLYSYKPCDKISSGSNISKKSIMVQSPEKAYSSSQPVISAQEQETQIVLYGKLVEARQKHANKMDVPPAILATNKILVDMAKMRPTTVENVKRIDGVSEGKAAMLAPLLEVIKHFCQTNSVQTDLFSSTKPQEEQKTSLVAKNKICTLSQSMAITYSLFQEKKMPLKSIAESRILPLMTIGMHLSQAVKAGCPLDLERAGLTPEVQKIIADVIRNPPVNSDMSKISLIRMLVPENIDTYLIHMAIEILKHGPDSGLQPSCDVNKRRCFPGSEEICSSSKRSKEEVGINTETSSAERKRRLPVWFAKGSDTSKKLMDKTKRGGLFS
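Enzyme (20 nM final) and test compound sit together 15 min at room temperature before substrate addition. Substrate is a single-forked duplex oligonucleotide (100 nM) labelled with fluorophore and quencher, with 2 mM ATP; helicase unwinding raises red fluorescence, read kinetically.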
Numbers without * were called inactive; ? = inconclusive; . = no result given; [ ] = dose if it differs, or a comment. Unless noted, calls follow the shape of the dose curve; as a rule, active = well fitted curve in the direction sought with a large enough effect; inconclusive = small, poorly fitted or top-dose-only effect, or another doubt; inactive = no such curve, though single readings can be large; an effect the other way counts as inactive or inconclusive.

SMILES | PI5P4K alpha inh | IL2 activator | PLK1 PBD block | EPAC1 agonist | EPAC2 ag | CCT chaperon mod | EPAC1 antag | WRN inhibitor
CC(C)CC(C(=O)N1CCc2ccccc2C1)N1C(=O)c2ccccc2C1=O (configuration not stated) | 0.6 | -2.4 | -6.1% | 4.2% | 2.5% | -0.4 | -2.8% | -8.5%
CCCNC(=O)NC(=O)CSc1nc(C)cs1 | 0.3 | 0.2 | -24.0% | 7.3% | 1.0% | 0.2 | 6.1% | -3.8%
COc1ccccc1/C=C/C=N/n1c(-c2ccc(F)cc2)n[nH]c1=S | -7.9 | 0.6 | ? | -1.8% | -2.6% | -2.6 | 8.3% | -3.8%
O=C(Cn1ccc(C(F)(F)F)n1)N=Nc1c(O)[nH]c2ccccc12 | -8.9 | 0.7 | -13.6% | -0.1% | -1.0% | 0.2 | -20.8% | -2.5%[57.1 µM]
O=C(NCc1cccc(Cl)c1)c1ccc2ccccc2n1 | 6.5 | 1.3 | 4.6% | 17.6% | 18.5% | -2.6 | -2.8% | 0.3%
CCCc1cc(=O)[nH]c(SCC(=O)Nc2ccccc2C#N)n1 | 6.0 | -0.4 | -7.2% | 11.6% | 2.0% | 1.4 | 20.6% | 5.8%
Cc1cccc(C(=O)N/C(=C/c2ccco2)C(=O)N2CCCCCC2)c1 | 3.3 | -2.2 | 0.8% | 6.5% | -1.8% | 0.3 | -14.5% | -6.9%
FC(F)C(F)(F)C(F)(F)C(F)(F)c1cc(-c2ccccc2)n[nH]1 | . | 0.3 | -8.3% | -0.3% | -14.4% | -3.2 | -26.9% | -12.5%
N#Cc1c(NC(=O)CSc2ncc(-c3ccccc3)n2CC2CCCO2)sc2c1CCCC2 (configuration not stated) | . | -2.9 | -1.1% | 9.9% | -7.6% | -2.4 | 0.3% | -6.0%
COc1cc(CC(=O)Nc2cccc(C(F)(F)F)c2)cc(OC)c1OC | 0.0 | -1.7 | -1.5% | -10.5% | -1.9% | 0.6 | -12.1% | -8.3%
COc1ccc(CC(=O)O/N=C(\N)c2ccncc2)cc1 | 0.4 | -0.7 | -1.2% | -3.4% | -1.4% | -0.1 | 9.7% | 7.5%
CC(=O)CN1C(=O)NC(c2ccccc2)(c2ccccc2)C1=O | ? | -2.9 | -15.8% | -1.8% | 10.5% | -3.2 | 0.1% | -5.2%
O=C(Nc1ccc(N2CCOCC2)cc1)c1ccc(-c2ccccc2[N+](=O)[O-])o1 | -1.0 | -0.7 | -4.4% | 0.2% | -12.9% | 1.2 | 3.8% | -10.8%
Cc1ccnc(N2CCCC(C(=O)Nc3cc(F)ccc3C)C2)n1 (configuration not stated) | . | 2.3 | -11.0% | 1.2% | 10.0% | -2.2 | -17.7% | -0.5%
C/C(=N\NC(=O)COc1ccc(C(C)(C)C)cc1)c1ccc2c(c1)OCCO2 | -0.1 | -2.9 | -5.1% | -7.4% | 4.5% | -0.9 | -16.1% | -25.7%
CCn1c(=O)c2cc(C(=O)NCC(OC)OC)sc2c2ccccc21 | 2.5 | -1.0 | -5.6% | -10.3% | 1.4% | 0.9 | -15.9% | -2.9%
Cn1cnnc1SCC(=O)Nc1sccc1C#N | . | -0.8 | 0.0% | 4.1% | 4.7% | -2.2 | -10.6% | -14.3%
CN1CCN(c2ccc(NC(=O)c3ccc(Oc4ccccc4)cc3)cc2)CC1 | 2.7 | 0.6 | -8.7% | 8.5% | 8.9% | -0.4 | 7.3% | -4.0%
CCc1nnc(NC(=O)c2cccc(S(=O)(=O)N3CCCCC3)c2)s1 | 2.8 | -0.2 | -2.8% | 5.6% | -3.4% | 1.7 | 6.7% | -21.6%
CCc1nc(-c2ccccc2)c2ccccn12 | -1.5 | -0.9 | -1.4% | 3.8% | 6.7% | 0.3 | -2.5% | -26.8%
O=C(Nc1cccc(C(F)(F)F)c1)C1CCCN(S(=O)(=O)c2cnc[nH]2)C1 (configuration not stated) | -1.7 | -2.5 | -6.5% | -4.0% | 3.4% | -2.8 | 3.7% | -0.4%
COc1ccc(Cl)cc1NC(=O)C(C)Sc1nnc(C2CC2)n1C1CC1 (configuration not stated) | 2.1 | -3.4 | 0.3% | 16.0% | 4.6% | -4.4 | 8.4% | 6.7%
Nc1nc(N)nc(-c2ccccc2O)n1 | -18.9 | -0.5 | -4.7% | 1.0% | 11.0% | 1.1 | 11.6% | -5.3%
C/C(=N\NC(=O)CSCc1ccccc1Br)c1cccc([N+](=O)[O-])c1 | 6.7 | 3.3 | -0.2% | 0.9% | 1.9% | -1.9 | 6.3% | -1.2%
COc1cc(CN2CCC(CO)(CCOc3ccccc3)CC2)cc(OC)c1 | 0.4 | -0.5 | -10.6% | -1.3% | 10.0% | 2.3 | 11.2% | -8.2%
OC[C@@H]1CN(Cc2cccnc2)C[C@H](n2cnc3c(N4CCN(c5ccccc5)CC4)ncnc32)O1 | 0.8 | -0.4 | -7.7% | 12.3% | 12.7% | -2.0 | -15.0% | -0.8%
O=C(NCc1ccco1)NCC(F)(F)F | -0.5 | -0.5 | -6.6% | -1.1% | 4.6% | -0.8 | -6.3% | -2.0%
Cc1sc2ncnc(Nc3ccccc3)c2c1C | -18.9 | -0.1 | 26.7µM* | 14.6% | 1.1% | -1.3 | -14.1% | -3.1%
Cc1cc(C)n(-c2n[nH]c(C)c2[N+](=O)[O-])n1 | 10.4 | 1.3 | -5.6% | 4.4% | 11.3% | -2.5 | 17.8% | 2.2%
COCCNCCOc1ccc(C)cc1[N+](=O)[O-] | -0.4 | -3.7 | -7.6% | 2.5% | 3.1% | -4.7 | 0.9% | -1.7%
CCS(=O)c1ccccc1C(=O)O (configuration not stated) | 2.6 | -3.1 | -1.8% | 1.5% | 9.9% | -0.7 | 2.1% | 0.0%
COc1ccc(C(=O)C2CCCN(C(=O)c3cnsn3)C2)c(C)c1 (configuration not stated) | 1.2 | 1.2 | -13.2% | 0.7% | 17.6% | -0.5 | -17.7% | 7.7%
CC12COC3(C(=O)Nc4ccc(F)cc4)CC1CCC32C (configuration not stated) | 4.3 | 0.0 | -17.5% | -2.5% | 4.3% | 0.4 | 0.1% | -19.0%
CC(C)(C)c1nnc2sc(SC/C(O)=C(\C#N)c3nc4ccccc4[nH]3)nn2c1=O | ? | 0.5 | -22.7% | -4.1% | -21.2% | 0.4 | -9.1% | ?
CCOc1ccc(N2CC(C(=O)NCc3ccccn3)CC2=O)cc1 (configuration not stated) | 5.5 | 1.4 | 6.7% | -0.8% | -1.3% | 1.3 | -16.6% | -4.3%
O=C(c1ccccc1F)N1CCCc2ccccc21 | -1.0 | 0.9 | -8.9% | 4.3% | 6.8% | -4.5 | -13.1% | -1.8%
COc1cc(OC)cc(C(=O)OCC(=O)Nc2nnc(-c3ccccc3)o2)c1 | -13.7 | -2.8 | 0.3% | 4.4% | -12.4% | 1.0 | 6.0% | -0.1%
C=CCOc1ccc(C2/C(=C(\O)c3ccc(F)cc3)C(=O)C(=O)N2CCCN(C)C)cc1 (configuration not stated) | 2.7 | -4.0 | -22.0% | -0.1% | 2.4% | -3.7 | 5.7% | -3.1%
CC(C)Cc1nnc(NC(=O)CSc2nc(O)c(Cc3ccccc3)c(=O)[nH]2)s1 | 4.5 | 0.5 | -4.6% | -10.3% | 2.7% | -2.0 | -8.7% | -1.4%
COc1ccc(/C=N/NS(=O)(=O)c2ccc(F)cc2)cc1COc1cc(F)ccc1[N+](=O)[O-] | -13.6 | -0.4 | -25.7% | 1.5% | 1.3% | 1.3 | -3.2% | -0.7%
Cc1cc(C)c(NC(=O)CN2C(=O)NC3(CCCCC3)C2=O)c(C)c1 | . | -1.2 | 1.0% | 2.3% | 0.6% | 0.0 | 7.9% | 4.0%
COc1cc(NC(=O)CSc2nc3ccccc3n2-c2ccccc2)c(C)cc1[N+](=O)[O-] | 26.4 | -0.3 | -4.4% | -4.9% | -8.9% | -0.1 | -4.8% | -5.2%
COc1ccc(-n2cnnc2SCC(=O)NC2CCCCC2)cc1 | 5.2 | -3.1 | -8.7% | -1.9% | 20.1% | -4.9 | 2.9% | 8.4%
CCOc1ccc(NC(=O)Cn2cc(C(=O)CC)c3ccccc32)cc1 | -6.8 | -0.8 | ? | -15.4% | 4.4% | -0.3 | 4.8% | 6.6%
O=C(/C=C/c1ccc(S(=O)(=O)N2CCOCC2)cc1)N1CCCCC1 | -12.2 | -3.0 | -10.0% | 13.1% | 8.6% | -1.1 | 7.2% | 12.5%
COc1ccc(C(=O)OCC(=O)NC2CC2)cc1S(=O)(=O)N(C)Cc1ccccc1 | 0.9 | -0.8 | -0.3% | ? | 6.4% | 0.7 | -6.3% | -12.0%
Cc1cc(C)c2[nH]c(=O)c(CN(Cc3ccccc3)C(=S)NCCCN(C)C)cc2c1 | -0.9 | -0.6 | -12.5% | 15.3% | 0.0% | -0.4 | -7.1% | 4.1%
Cc1nc(=O)c(-c2ccccc2)c(C)n1-c1ccc(O)cc1 | . | -0.7 | 4.5% | -2.3% | -3.8% | -0.2 | -12.6% | -1.8%
CN(C)C(=O)c1cnc(Sc2ncc(C(F)(F)F)cc2Cl)n1C | 11.2 | -0.2 | -2.4% | -0.5% | 0.6% | -0.5 | 3.3% | -11.6%
COc1ccc(C2CC(=O)C3=C(C2)Nc2ncnn2C3c2ccccc2)cc1 (configuration not stated) | -0.6 | -0.1 | -1.3% | 5.3% | 4.5% | -0.3 | -7.4% | -3.3%
CCC(=O)NC(c1ccc(OC)cc1)c1cc(Cl)c2cccnc2c1O (configuration not stated) | -5.4 | -2.4 | -0.6% | -7.3% | 26.6% | -0.7 | 1.9% | -8.6%
O=C(NC1CCCCC1)C(c1ccccc1)N(C(=O)c1csnn1)C1CCCC1 (configuration not stated) | 2.5 | -2.7 | -1.6% | -9.6% | -1.5% | 2.3 | -20.2% | 0.9%
Cc1ccc(S(=O)(=O)NCC(=O)OCC(=O)N(Cc2ccccc2)C(C)(C)C)cc1 | -6.3 | 1.0 | -5.7% | -6.2% | -13.1% | 1.2 | 7.9% | 9.5%
O=C(NCc1cccnc1)C(=O)Nc1nc(C23CC4CC(CC(C4)C2)C3)cs1 | 6.2 | -0.7 | -7.1% | 5.6% | 7.1% | -2.2 | 7.9% | -19.9%

This is a subset (hit frequency here may not be typical).
